proKLK7 act: proKLK7 zymogen activators, primary screen, biochemical, fluorescence intensity. purified proKLK7, EDANS-DABCYL substrate fluorescence; 100% is mature enzyme control, 0% vehicle. activation, % at 7 µM. 370,000 compounds, 0.9% hits. AID 652039, 2013;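 active = activation above the mean of all tested compounds plus 3 SD, computed per campaign excluding outliers beyond control limits, cut at about 13% in these data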
Target sequence (P49862 whole entry, looked up): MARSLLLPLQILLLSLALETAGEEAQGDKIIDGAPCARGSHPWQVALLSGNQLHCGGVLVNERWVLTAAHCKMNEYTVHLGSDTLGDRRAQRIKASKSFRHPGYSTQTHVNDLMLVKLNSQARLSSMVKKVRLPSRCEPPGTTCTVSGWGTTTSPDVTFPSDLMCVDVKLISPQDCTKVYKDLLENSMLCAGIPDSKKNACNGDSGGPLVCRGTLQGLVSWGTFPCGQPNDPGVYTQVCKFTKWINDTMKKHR
ARFGAP1 inhibitor: inhibitors of rat ARFGAP1 GAP activity, primary screen, biochemical, fluorescence polarization, GDP tracer; Arfgap1-stimulated ARF1 GTP hydrolysis, GDP FP detection; ADP-ribosylation factor GTPase-activating protein 1 (Rattus norvegicus), Q62848; 360,000 compounds, 0.26% hits; inhibition, % at 16.5 µM;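 active = inhibition above a per-plate limit, mean inhibition of low control wells plus 3 SD, cut at about 25% in these data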;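 also: 0% = DMSO wells with enzyme and 100% = wells lacking Arfgap1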
Target sequence (Q62848 1-136 limits assumed): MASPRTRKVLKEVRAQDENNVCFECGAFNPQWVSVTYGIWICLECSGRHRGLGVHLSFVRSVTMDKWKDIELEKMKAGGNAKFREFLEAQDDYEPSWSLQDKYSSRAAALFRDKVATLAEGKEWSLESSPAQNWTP
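Assay system: purified rat His6-Arfgap1 residues 1-136 (GAP domain); Reagent: human Δ17 ARF1 bound to GTP; Dosing: 16.5 µM single point, 1.26% DMSO; Times: GTP hydrolysis reaction 2 h at 25 °C; Signal: FP, GDP Alexa 633 tracer displaced from anti-GDP antibody, 620/688 nm; Measure: % inhibition from polarization.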
DDE Tn7 FP inh: inhibitors of Tn7 peptide binding to fibrin DD(E), primary screen, biochemical, fluorescence polarization, human fibrin, Tn7 probe | Fibrinogen beta chain (Homo sapiens), P02675 | FP displacement of FITC-Tn7 peptide from fibrin DD(E); 0% = median of compound wells per plate | inhibition, % at 8.3 µM | 370,000 compounds, 0.13% hits;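 active = inhibition above the mean of compounds falling within the control limits plus 3 SD of them, cut at about 14% in these data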;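 also: 0% = plate median of compound wells and 100% = 10 µM Aha-Tn7 peptide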
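Assay system: Human fibrin DD(E) protein | Medium: Tris buffer with calcium and detergent, pH 7.8 | Reagent: 0.1 µM fluorescent Tn7 | Compound dosing: Single point at 8.3 µM | Times: 10 min preincubation, 3 h with tracer, room temperature | Detection: Fluorescence polarization of the labelled Tn7 tracer | Controls: Aha-Tn7 high control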
LEDGF integ inh: blockers of LEDGF/p75-dependent integrase strand transfer – biochemical, TR-FRET, high throughput, primary screen. TR-FRET IN-LEDGF/p75 DNA integration, Eu/Cy5. 370,000 compounds, 0.64% hits. inhibition, % at 3.7 µM. HIV-1 integrase (with human LEDGF/p75). AID 743269, 2014;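 active = inhibition above the screen-wide mean plus 3 SD, cut at about 13% in these data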;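 also: signal is the Cy5 over europium emission ratio at 671 and 618 nm; 0% = plate median of compound wells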
DDE Tn6 FP inh: inhibitors of Tn6 peptide binding to fibrin DD(E), primary screen, biochemical, fluorescence polarization, human fibrin, Tn6 probe | Fibrinogen beta chain (Homo sapiens), P02675 | Fibrin DD(E) TRITC-Tn6 fluorescence polarization displacement | inhibition, % at 8.3 µM | 370,000 compounds, 0.21% hits | AID 720509, 2013;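 active = inhibition above a per-campaign cutoff: mean of compounds within control limits plus 3 SD, cut at about 15% in these data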;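 also: 0% = median of all compound wells on the plate and 100% = blocking peptide control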
ADAM17 inh: ADAM17 inhibitors, primary screen, biochemical, QFRET; inhibition, % at 6.95 µM; Disintegrin and metalloproteinase domain-containing protein 17 (Homo sapiens), P78536; AID 720648, 2013; recombinant ADAM17, EDANS/DABCYL FRET peptide cleavage; 370,000 compounds, 0.83% hits;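 active = inhibition above the mean of compounds lying between control limits plus 3 SD, set per campaign, cut at about 8.5% in these data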;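 also: 0% = DMSO-only wells as the low control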
Target sequence (P78536 215-824 limits assumed): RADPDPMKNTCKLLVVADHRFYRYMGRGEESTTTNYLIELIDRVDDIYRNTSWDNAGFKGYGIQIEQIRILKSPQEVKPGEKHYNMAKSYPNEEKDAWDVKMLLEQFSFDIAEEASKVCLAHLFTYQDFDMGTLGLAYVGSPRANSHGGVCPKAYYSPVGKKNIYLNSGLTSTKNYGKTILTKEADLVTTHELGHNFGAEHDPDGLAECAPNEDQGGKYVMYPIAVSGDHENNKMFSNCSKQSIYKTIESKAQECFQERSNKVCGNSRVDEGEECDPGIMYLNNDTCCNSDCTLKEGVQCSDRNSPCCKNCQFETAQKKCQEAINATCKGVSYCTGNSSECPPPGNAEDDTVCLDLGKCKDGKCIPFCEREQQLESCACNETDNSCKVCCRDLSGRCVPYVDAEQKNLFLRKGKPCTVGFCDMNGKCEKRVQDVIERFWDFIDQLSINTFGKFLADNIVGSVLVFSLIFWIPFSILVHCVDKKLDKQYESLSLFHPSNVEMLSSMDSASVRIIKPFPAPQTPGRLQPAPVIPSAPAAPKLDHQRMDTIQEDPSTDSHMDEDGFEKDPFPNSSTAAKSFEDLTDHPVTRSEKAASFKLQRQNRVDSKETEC
ASAP1 GAP inh: inhibitors of human ASAP1 ArfGAP activity, primary screen, biochemical, fluorescence polarization. Arf-GAP with SH3 domain, ANK repeat and PH domain-containing protein 1 (Homo sapiens), …. ASAP1-stimulated ARF1 GTP hydrolysis, GDP FP detection. inhibition, % at 16.5 µM. 360,000 compounds, 0.19% hits; in the data active = inhibition above about 25%;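 also: 0% = vehicle with enzyme and substrate and 100% = no enzyme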
ADAM10 inh: human ADAM10 inhibitors, primary screen, biochemical, QFRET, HTS. Disintegrin and metalloproteinase domain-containing protein 10 (Homo sapiens), O14672. recombinant ADAM10, EDANS/DABCYL FRET peptide cleavage, 3 h. inhibition, % at 7 µM. 370,000 compounds, 0.62% hits. AID 720582, 2013;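 active = inhibition above a per-campaign cutoff equal to the mean of compounds falling between control-based bounds plus 3 SD, cut at about 20% in these data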;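 also: 0% = DMSO wells while the 100% control is not disclosed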
PLC-gamma1 inh: PLC-gamma1 enzyme inhibitors, primary screen, biochemical, fluorescence, purified enzyme; 370,000 compounds, 0.84% hits; 1-phosphatidylinositol 4,5-bisphosphate phosphodiesterase gamma-1 (Homo sapiens), P19174; inhibition, % at 12.2 µM; fluorogenic substrate; in the data active = inhibition above about 9.5%
TDP2 absorb: human TDP2 enzyme inhibitors, primary screen, biochemical, epi absorbance, recombinant enzyme; Tyrosyl-DNA phosphodiesterase 2 (Homo sapiens), O95551; T5PNP hydrolysis, p-nitrophenol absorbance 415 nm; inhibition, % at 12.8 µM; 370,000 compounds, 0.34% hits; AID 720702, 2013;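 active = inhibition above the mean of all tested compounds plus 3 SD, set per campaign, cut at about 25% in these data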;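 also: 0% = DMSO with enzyme and 100% = buffer with substrate but no TDP2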
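Assay system: recombinant human TDP2 / Reagent: T5PNP substrate at 5 mM, a TopII-DNA adduct mimic / Measured by: epi absorbance from released p-nitrophenol / Evaluation: % inhibition relative to enzyme-containing and enzyme-free wells / Control set: enzyme-free and DMSO wells / Replicates: each compound tested once, singlicate / Schedule: enzyme reaction with compound for 2 h at 37 °C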
Numbers without * were called inactive; i = inactive; nt = no result given.

Each structure is followed by: DDE Tn6 FP inh	proKLK7 act	ARFGAP1 inhibitor	ASAP1 GAP inh	TDP2 absorb	LEDGF integ inh	ADAM10 inh	ADAM17 inh	PLC-gamma1 inh	DDE Tn7 FP inh
- Cc1ccc(-c2nnc(CN3CCCCC3C)o2)cc1 (stereo not drawn)
→ -2	0.3	8	-5	-5	5	-2	-1	3	-4
- COc1c(-c2ccccc2)oc2c(ccc3occc32)c1=O
→ -2	0.4	-7	-18	-12	10	-114	-29	-138	3
- O=C1CC(c2cccs2)Cc2nc(NCC3CCCO3)ncc21 (stereo not drawn)
→ -4	-0.1	-11	-5	11	-1	3	1	0	-5
- CN(C(=O)Nc1ccccc1)C1CCCc2ccccc21 (stereo not drawn)
→ -5	0.1	9	-7	-2	-1	10	0	1	2
- Cc1noc(C)c1C(=O)N1CCC1(C)C(=O)NS(=O)(=O)c1ccccc1C(F)(F)F (stereo not drawn)
→ -2	0.2	5	-5	-8	7	-9	-8	1	6
- O=C(NCCc1cnc[nH]1)Nc1cccc(C(F)(F)F)c1
→ 3	0.9	-3	8	-6	4	9	-1	6	-6
- CCCCn1c(N)c(N(CC(C)C)C(=O)c2ccc(S(=O)(=O)N3CCCCCC3)cc2)c(=O)[nH]c1=O
→ 0	-0.3	16	6	6	2	-8	-2	-1	0
- Cc1ccc(NC(=O)NNC(=O)C2CC(c3cccs3)=NO2)cc1 (stereo not drawn)
→ -1	0.1	-2	19	4	0	11	-2	7	1
- CCc1nc2oc3cc(OC)ccc3c(=O)c2c(=O)n1-c1ccccc1
→ -2	0.1	-2	-1	7	1	-4	-4	-1	-4
- COC(=O)c1c(NC(=O)c2ccco2)sc(C(=O)N2CCCC2)c1C
→ 5	0.4	-1	2	-2	-2	0	-5	-25	5
- Cc1cc(-c2ccc(Cl)cc2)c(C#N)c(N)n1
→ -7	0.7	3	2	13	3	-76	-24	-30	0
- Cc1ccc(CCNC(=O)c2cc(S(=O)(=O)N3CCOCC3)cn2C)cc1
→ 1	0.1	-2	7	-10	-4	-17	-2	0	3
- O=C(CCC(=O)Nc1ccccc1Cl)N/N=C/c1ccccc1
→ 3	0.1	4	2	-5	-4	7	4	2	-8
- CC(Oc1ccccc1)C(=O)Nc1ccc(S(=O)(=O)N2CCN(C)CC2)cc1 (stereo not drawn)
→ -1	-0.2	-7	11	-1	2	-5	-3	1	-5
- CCOCCc1nn2c(=O)cc(CSCC(=O)Nc3cccc(C)c3C)nc2s1
→ 10	-0.5	6	6	0	0	-2	-3	3	7
- CCCCNC(=O)[C@H]1N2C(=O)c3c(ccc(OC)c3OC)C2SC1(C)C (stereo partly drawn)
→ -1	-3.3	-3	-15	-3	0	-72	-25	-28	-1
- Nc1ncnc2c1ncn2C1OC(CO)C(O)C1N (stereo not drawn)
→ 4	-0.4	0	-4	12	0	-18	-3	3	3
- COc1nc(C#N)c(N2CCOCC2)o1
→ 13	-0.5	-4	4	-3	-1	1	-1	5	6
- COCCCNC(=S)NNC(=O)c1csc(C)n1
→ 5	-0.1	7	2	19	2	3	1	1	0
- O=C(OCc1ccccc1)N1C[C@H](O)[C@H](O)C[C@@H]1c1c(Cl)cccc1Br
→ 0	0.2	-9	-1	12	2	0	-1	-2	-4

Continuation.
Each structure is followed by: DDE Tn6 FP inh	proKLK7 act	ARFGAP1 inhibitor	ASAP1 GAP inh	TDP2 absorb	LEDGF integ inh	ADAM10 inh	ADAM17 inh	PLC-gamma1 inh	DDE Tn7 FP inh
- Cn1cnnc1SCC(=O)NCCc1ccccc1
→ 6	-0.6	3	-2	-3	-5	-9	-3	3	-1
- O=C(CSc1nnc(SCc2cccc3ccccc23)s1)c1ccc(F)cc1
→ -7	-0.4	nt	nt	1	-1	4	0	-2	4
- Nc1nc(=S)c2ncn(C3CCCC3)c2[nH]1
→ 4	-0.2	-15	2	7	-5	0	-1	2	0
- CC1(C(=O)NS(=O)(=O)c2ccccc2)CCN1C(=O)Cc1ccc(-c2ccccc2)cc1 (stereo not drawn)
→ -3	0.3	10	6	-4	19*	-4	1	-5	8
- COc1cc(C(=O)NC2CC2)cc(OC)c1OC
→ 0	0.0	18	7	-4	-4	-4	-3	5	0
- NC(=O)CSc1nnnn1-c1cccc(Cl)c1
→ 2	-0.6	-2	-6	7	-1	1	0	0	3
- Cn1cc(SCC(=O)NCc2ccc(F)cc2)c2ccccc21
→ 2	0.1	4	7	1	-3	-5	-2	0	-9
- COCCn1nnnc1C(c1cc2ccc(OC)cc2[nH]c1=O)N1CCc2ccccc2C1 (stereo not drawn)
→ -5	-0.3	6	1	41*	23*	-38	-12	-10	4
- Cc1ccc(-c2ccc(/C=N/NC(=O)CN3CCCC3)o2)cc1Cl
→ 0	-0.9	16	-3	10	1	-46	-15	-6	-5
- CC(C)C(NC(=O)CNC(=O)OC(C)(C)C)C(=O)NCc1ccccc1 (stereo not drawn)
→ 9	0.0	-8	8	9	0	-9	0	0	8
- O=C(CNC(=O)c1ccc(S(=O)(=O)N2CCCC2)cc1)N/N=C/c1ccc(F)cc1
→ 1	-0.1	8	18	6	0	-5	1	1	-1
- O=C(Cc1ccccc1)N1CCCC(c2nc(-c3cccs3)no2)C1 (stereo not drawn)
→ 3	0.1	4	-5	5	-4	3	-5	-1	7
- COc1cc(C=O)c(Br)cc1OC1CCCC1
→ -7	0.1	-3	-10	-7	-7	-12	-3	1	0
- COc1ccccc1NS(=O)(=O)c1cc(NC(=O)Nc2ccc(Cl)cc2Cl)ccc1N1CCCCC1
→ 11	-0.1	8	10	9	-3	-4	-4	1	-2
- CCOC(=O)c1[nH]c(C)c(C(=O)Nc2ccccc2F)c1C
→ 6	0.2	-5	-1	6	0	-7	-6	-3	-5
- CCc1ccc(C2=NN(C(C)=O)C(c3ccco3)C2)cc1 (stereo not drawn)
→ 10	0.1	-7	-14	1	-1	-2	2	-2	0
- CC1CCCCN1C(=O)c1cc(-c2ccc3c(c2)OCO3)on1 (stereo not drawn)
→ -1	-0.4	3	2	-15	2	7	-1	-1	-6
- CCC(CO)Nc1ncc([N+](=O)[O-])cc1C#N (stereo not drawn)
→ 2	0.4	4	-3	6	-4	-4	-1	3	1
- CNC(=O)CSc1nnc(-c2ccc3c(c2)OCO3)n1C
→ 1	0.3	-2	10	9	-5	0	-3	1	3
- CC(C)(C)NC(=O)NC(=O)COC(=O)c1cccc(F)c1
→ -2	-0.6	0	11	-4	0	1	0	5	-5

Next section.
Each structure is followed by: DDE Tn6 FP inh	proKLK7 act	ARFGAP1 inhibitor	ASAP1 GAP inh	TDP2 absorb	LEDGF integ inh	ADAM10 inh	ADAM17 inh	PLC-gamma1 inh	DDE Tn7 FP inh
- CCCCn1c(N)c(N(CCOC)C(=O)c2cc(-c3ccncc3)nc3ccccc23)c(=O)[nH]c1=O
→ 2	-0.8	1	-13	-3	-6	-14	-5	1	-3
- CCOCCCNC(=O)c1c(-c2ccccc2)noc1C
→ -1	-0.1	1	-15	-1	-1	-10	-1	1	3
- O=Cc1c(Sc2ccccc2)nc2ccccn2c1=O
→ -2	0.2	5	-16	3	1	5	-1	1	0
- Cc1nn(C)cc1S(=O)(=O)NC1CCCC1
→ -4	-0.2	-1	-1	-3	-2	4	-4	1	-1
- CCOc1ccc(C(=O)OC2CCCN(C)C2)cc1 (stereo not drawn)
→ 2	-0.4	12	7	-16	1	6	-2	-1	-6
- CCN(CC)c1ccc2c(C)c(-c3ccc(N)cc3)c(=O)oc2c1
→ -1	0.1	18	0	-13	0	-151	-48	i	9
- CC1(C)c2[nH]c3ccccc3c2C[C@@H]2C(=O)N(Cc3ccc(F)cc3)C(=O)N21
→ 3	0.4	-2	-5	-10	-4	14	8	-8	17*
- CC(C)C/C(O)=C/c1nc2cc(Cl)ccc2oc1=O
→ -4	1.3	-4	-4	-7	2	5	-2	-23	-2
- CCc1cc(C(=O)O)c(NC(=O)/C=C/c2ccc(OC)cc2)s1
→ -2	0.4	6	1	-11	5	10	0	-38	4
- CCCCn1c(N)c(Sc2ccc(C)cc2)c(=O)[nH]c1=O
→ 3	0.1	3	-4	11	-2	6	-2	0	0
- COc1ccc(S(=O)(=O)NCCOc2cccc3cccnc23)cc1OC
→ -8	-0.1	5	-8	-12	2	2	1	4	-4

Assay outcomes from PubChem.
